mIDH1 inhibitor: blocks human mutant IDH1 R132H enzyme; IDH1-R132H enzyme, NADPH consumption, diaphorase/resazurin fluorescence; Potency, µM (series often up to 76.6 µM), without a hit: at the top dose activity change, negative = inhibition, most hits filed as inhibitors; AID 602179; 0.093% of 390,000 active; further: potency means the concentration at half of the fitted maximal effect; on the % scale 0 is the no-effect control and ±100 the full control effect; nearly all actives have a fitted effect of over 65% in size
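IDH1-R132H (0.5 ug/mL dispensed) in pH 7.5 Tris buffer was preincubated 30 min with compound, then given a substrate mix of 0.016 mM NADPH and 2 mM alpha-KG for 80 min at room temperature; remaining NADPH was read by diaphorase/resazurin fluorescence.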
D2 agonist: D2 dopamine receptor (human) agonism; P14416; HEK293 T-REx D2 cells, calcium flux agonist mode; activation, % at 2 µM; 0.53% of 340,000 active; AID 485358;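 active means activation over 3 SD above normal in the single-dose calcium agonist read, cut at about 30% in these data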; further: 0% is about no effect
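Calcium-flux readout, 1 cycle/sec over 180 s following compound pin transfer, in inducible HEK293 Trex D2 cells (force-coupled); dopamine controls included. Positive calcium responses during this window marked compounds as potential agonists.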
TRHR PAM: allosteric enhancers of human TRH receptor; 0.66% of 360,000 active; TRHR cells, fluo-8 calcium fluorescence, EC20 TRH enhancement; P34981; enhancement, % at 2 µM; in the data active means enhancement above about 30%; further: 0% is about no effect
Target sequence (P34981 whole entry, looked up): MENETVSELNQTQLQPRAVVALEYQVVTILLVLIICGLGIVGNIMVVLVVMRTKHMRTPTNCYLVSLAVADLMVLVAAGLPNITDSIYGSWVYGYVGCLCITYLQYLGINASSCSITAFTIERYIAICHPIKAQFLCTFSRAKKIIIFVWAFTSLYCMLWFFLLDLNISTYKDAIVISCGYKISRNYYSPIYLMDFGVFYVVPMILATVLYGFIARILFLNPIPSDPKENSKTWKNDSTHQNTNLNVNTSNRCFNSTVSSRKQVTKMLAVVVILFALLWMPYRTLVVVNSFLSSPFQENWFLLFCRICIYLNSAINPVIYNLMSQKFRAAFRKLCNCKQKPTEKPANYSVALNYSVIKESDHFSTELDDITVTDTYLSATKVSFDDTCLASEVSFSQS
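Enhancer read-out: after compound pinning and an initial kinetic agonist-mode read, an EC20 of TRH (10 nM final) was injected and fluo-8 calcium signal (Ex 480/Em 530) followed at 1 s/cycle for 100 cycles in TRHR-expressing cells.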
TrxR1 substrate: is turned over as a substrate by rat TrxR1 | Potency, µM (doses to about 114 µM), for inactives: top-dose activity change, negative = substrate turnover | purified TrxR1 substrate turnover, NADPH consumption readout | 0.01% of 390,000 active; further: potency means the concentration at half of the fitted maximal effect; on the % scale 0 is the no-effect control and ±100 the full control effect; nearly all actives have a fitted effect of over 50% in size
Target sequence (O89049 whole entry, looked up): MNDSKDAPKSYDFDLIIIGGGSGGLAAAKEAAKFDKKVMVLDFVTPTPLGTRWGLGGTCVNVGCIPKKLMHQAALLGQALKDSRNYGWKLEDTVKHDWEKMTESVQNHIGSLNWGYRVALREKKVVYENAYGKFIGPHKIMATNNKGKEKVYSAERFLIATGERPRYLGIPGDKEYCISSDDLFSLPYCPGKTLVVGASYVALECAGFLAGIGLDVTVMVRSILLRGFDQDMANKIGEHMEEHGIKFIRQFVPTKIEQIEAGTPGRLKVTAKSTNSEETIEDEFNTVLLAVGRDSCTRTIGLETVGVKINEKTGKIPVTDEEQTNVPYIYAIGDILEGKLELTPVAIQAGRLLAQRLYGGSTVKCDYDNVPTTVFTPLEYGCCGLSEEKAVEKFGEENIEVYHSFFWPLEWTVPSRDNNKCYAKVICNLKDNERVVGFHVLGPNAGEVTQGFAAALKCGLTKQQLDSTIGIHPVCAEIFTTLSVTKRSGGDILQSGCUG
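Rat TrxR1, dispensed at 90 nM, was prereduced with 400 uM NADPH (final) for 5 min at ~22 deg C, then incubated with compound 15 min before 400 uM selenite. A first-read NADPH fluorescence drop versus no-compound background flagged substrates.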
TRHR agonist: TRH receptor (human) agonism | P34981 | TRHR cells, calcium flux fluo-8, FDSS agonist mode | activation, % at 2 µM | 0.18% of 360,000 active | AID 493084; in the data active means activation above about 30%; further: 0% is about no effect
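Read-out: compound-evoked intracellular calcium rise in TRHR cells, fluo-8 dye, kinetic FDSS fluorescence at 1 s/cycle following a 10-cycle baseline. Cells cultured overnight before dye loading (30 min–1.5 h, RT).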
D2 antag: antagonists of human D2 dopamine receptor. 2% of 340,000 active. P14416. HEK293 TREx D2 cells, calcium flux, dopamine EC80. inhibition, % at 10 µM. AID 485344; in the data active means inhibition above about 30%; further: 0% is about no effect
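Tetracycline-induced HEK293 T-REx cells expressing D2 force-coupled to calcium signalling were dye-loaded, exposed to compound for 180 s, then challenged with an EC80 of dopamine; calcium flux was followed kinetically for a further 180 s.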
USP1-UAF1 inh: blocks the human USP1/UAF1 deubiquitinase complex. recombinant USP1/UAF1, Ub-Rhodamine cleavage fluorescence. AID 743255. Potency, µM (doses to about 57.1 µM), without a hit: at the highest dose activity change, negative = inhibition, most hits filed as inhibitors. O94782. 0.23% of 390,000 active; further: potency means the concentration at half of the fitted maximal effect; on the % scale 0 is the no-effect control and ±100 the full control effect; nearly all actives have a fitted effect of over 60% in size; inactives centre near -12
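High-throughput fluorogenic screen: 1nM USP1/UAF1 complex, Ub-Rho substrate 150nM final, 50mM HEPES pH 7.8 with 0.5mM EDTA, 0.1 mg/ml BSA, 1mM TCEP and 0.01% Tween-20.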
rTrxR1 inhibitor: blocks rat thioredoxin reductase 1. O89049. recombinant rTrxR1, NADPH fluorescence consumption, selenite substrate. Potency, µM (top dose mostly 114 µM), for inactives: top-dose activity change, negative = inhibition, usual class: inhibitors. 1% of 390,000 active. AID 588453; further: potency means the concentration at half of the fitted maximal effect; on the % scale 0 is the no-effect control and ±100 the full control effect; nearly all actives have a fitted effect of over 65% in size
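Rat TrxR1 (90 nM in the dispensed reagent) was pre-reduced with 400 uM NADPH for 5 min at room temperature, then incubated with compound for 15 min. After 400 uM selenite was added, NADPH fluorescence (Ex 340/Em 450 nm) was followed for 8 min.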
PI4K2A inh: blocks human PI4K2A kinase activity | Q9BTU6 | purified PI4K2A, ADP-Glo luminescence, 1 h; stronger effect = lower value | 0.13% of 420,000 active | AID 1346378 | activity change, negative = inhibition, % at 76.9 µM; in the data active means activity change below about -50%; inconclusive means mostly about -30% to -49%;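 further: -100% = wells without enzyme as full effect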
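In this quantitative HTS, ADP production by PI4K2A was quantified luminescently after 1 h at ambient temperature; 100 microM adenosine served as plate-quality control.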
Starred values were filed as active, the others as inactive; ? = inconclusive; . = no result given; [ ] = remark or other dose. Unless noted, the call rests on the fitted dose curve; in most records, active means well fitted inhibition curve with a large enough effect; inconclusive means small, poorly fitted or top-dose-only effect; inactive means no such curve, though single readings can be large or run the other way.

SMILES	mIDH1 inhibitor	D2 agonist	TRHR PAM	TrxR1 substrate	TRHR agonist	D2 antag	USP1-UAF1 inh	rTrxR1 inhibitor	PI4K2A inh
O=C(CN1CCCCCCC1)Nc1cccc(Cl)c1Cl	14.2%	-0.7	-0.5	3.6%	0.3	-9.4	?	14.1%	7.0
CCOc1ccccc1C1C(C(=O)Nc2ccccc2OC)=C(C)Nc2nc(CCCO)nn21 (configuration not stated)	5.9%	0.5	-0.7	-2.7%	0.4	-23.6	-27.2%	-12.1%	-1.3
Cc1ccc(S(=O)(=O)N2CCOCC2)cc1C(=O)Nc1nc2ccccc2[nH]1	-1.1%	-0.2	13.0	-10.6%	0.1	-5.7	-21.0%	-4.4%	-3.2
CCC1=NN(C(=O)COc2ccccc2)C(O)(c2ccc(Br)cc2)C1 (configuration not stated)	6.6%	-0.2	-1.0	4.4%	-0.2	23.3	-31.8%	26.0%	2.0
COC(=O)c1ccc(-n2nnc(-c3nc(-c4ccccc4Cl)no3)c2C)cc1	.	.	4.8	-2.1%[57.1 µM]	-0.3	.	-20.0%	9.8%[57.1 µM]	-4.7
CCOP(=O)(c1c(F)c(F)c(F)c(F)c1F)C(O)c1ccccc1 (configuration not stated)	1.2%	-0.7	-5.4	10.5%[57.1 µM]	0.3	-4.8	-1.4%	25.1%[57.1 µM]	3.3
O=C(CCNS(=O)(=O)c1cccc(C(F)(F)F)c1)NC1CC1	-2.2%	-0.5	-4.8	3.3%	0.3	12.9	-21.7%	6.2%	-2.9
CCN1C(=O)CC(C(=O)OC)=C1C	1.0%	0.6	-16.0	-1.8%	-0.1	-15.9	-17.5%	10.2%	-4.8
O=C(Nc1ccccc1)N1CCC(O)(c2cccc(C(F)(F)F)c2)CC1	8.0%	-0.7	3.7	11.0%	0.9	-7.1	-17.0%	39.5%	6.9
Cc1cc(C)nc(N/N=C/c2ccncc2)n1	-4.3%	0.6	4.5	-15.6%	0.0	-5.5	-0.8%	9.1%[57.1 µM]	3.5
Clc1cccc(OCCN2CCOCC2)c1	-5.3%	5.8	9.5	-3.0%	0.1	-4.9	-3.9%	-10.3%	15.5
Cc1ccc(OCC(=O)Nc2cccc(S(=O)(=O)N3CCCCC3)c2)c([N+](=O)[O-])n1	-1.4%	0.5	1.3	-15.3%	0.1	-7.5	-15.9%	-6.7%	-4.4
CCCOc1ccc(S(=O)(=O)NCCN2CCOCC2)c2ccccc12	4.1%	-1.0	8.4	-1.2%[57.1 µM]	-0.1	14.9	-5.7%	5.0%[57.1 µM]	-4.4
Cc1nc(-c2cccc(NC(=O)c3ccc(Br)o3)c2)cs1	6.3%	0.4	8.2	-6.8%	-1.1	-1.7	-22.2%	10.0%	-1.0
CCOC(=O)c1sc2nc(C)cc(C)c2c1N	8.8%	-0.8	3.8	95.7%[activator]	-1.0	1.0	-4.8%	31.4%	-1.7
O=[N+]([O-])c1cc(/C=N/O)ccc1SCc1ccccc1	5.8%	-1.1	3.5	-2.5%	-0.2	-1.8	-14.2%	3.6%	-0.6
CSc1cc(C)n(-c2ccccc2C)c(=S)c1C(C)=O	4.3%	0.3	-1.2	-16.7%	0.2	-5.3	-16.1%	-25.1%	-2.0
CCc1c(C)c2ccc(OCC(=O)N(C)C)c(C)c2oc1=O	7.2%	0.3	-2.9	179.0%[activator]	0.6	-22.7	-16.5%	17.8%	0.3
CN1c2ccccc2C(=O)NC1c1ccc([N+](=O)[O-])s1 (configuration not stated)	-1.1%	-1.1	-1.0	2.7%[57.1 µM]	-1.8	-5.2	-9.4%	4.6%[57.1 µM]	1.7
O=C(CCS(=O)(=O)c1ccc2c(c1)NC(=O)CO2)NCc1ccccc1	6.4%	0.3	3.6	5.5%[57.1 µM]	0.6	17.1	-12.2%	22.4%[57.1 µM]	-2.8
C=CCNC(=O)COC(=O)c1cc(S(=O)(=O)N2CCCCC2)ccc1Cl	8.9%	2.4	-4.0	4.4%	-0.4	25.0	-1.9%	11.6%	1.2
CC1Sc2ccc(S(=O)(=O)NCCc3ccccc3)cc2NC1=O (configuration not stated)	4.4%	0.7	0.6	-0.5%	-0.1	7.5	-10.7%	17.7%	1.5
Cc1ccc(S(=O)(=O)NCCSc2nncn2C)cc1	3.2%	0.2	1.3	5.1%	0.1	-16.2	-22.5%	16.8%	1.4
CCCCCSc1nnc(C)c(=O)[nH]1	2.9%	.	15.8	-2.8%	1.0	.	-6.9%	4.6%	-5.5
CCCN1CCc2c(sc(NC(=O)c3ccc(S(=O)(=O)N4CCN(C(=O)OCC)CC4)cc3)c2C(N)=O)C1	-8.9%	46.9*	-4.0	-12.5%	4.1	-22.4	?	-11.5%	6.9

Single records (already shown). Values in the order: mIDH1 inhibitor	D2 agonist	TRHR PAM	TrxR1 substrate	TRHR agonist	D2 antag	USP1-UAF1 inh	rTrxR1 inhibitor	PI4K2A inh
CN1c2ccccc2C(=O)NC1c1ccc([N+](=O)[O-])s1 (configuration not stated) across the screens: -1.1%	-1.1	-1.0	2.7%[57.1 µM]	-1.8	-5.2	-9.4%	4.6%[57.1 µM]	1.7
Cc1ccc(S(=O)(=O)N2CCOCC2)cc1C(=O)Nc1nc2ccccc2[nH]1 across the screens: -1.1%	-0.2	13.0	-10.6%	0.1	-5.7	-21.0%	-4.4%	-3.2
O=C(CN1CCCCCCC1)Nc1cccc(Cl)c1Cl across the screens: 14.2%	-0.7	-0.5	3.6%	0.3	-9.4	?	14.1%	7.0
Cc1cc(C)nc(N/N=C/c2ccncc2)n1 across the screens: -4.3%	0.6	4.5	-15.6%	0.0	-5.5	-0.8%	9.1%[57.1 µM]	3.5

(listing goes on)
SMILES	mIDH1 inhibitor	D2 agonist	TRHR PAM	TrxR1 substrate	TRHR agonist	D2 antag	USP1-UAF1 inh	rTrxR1 inhibitor	PI4K2A inh
CN(Cc1cccc(Cl)c1Cl)C(=O)c1cccc(S(=O)(=O)N2CCN(Cc3ccccc3)CC2)c1	7.4%	12.0	-1.2	-10.1%	0.4	-8.7	-9.7%	-5.3%	0.8
COC(=O)c1ccc(-c2noc(CN(C)Cc3ccncc3C)n2)cc1	0.5%	1.1	-0.9	1.9%	0.6	22.5	7.1%	-5.7%[57.1 µM]	1.8
CN(CCc1ccccn1)C(=O)c1ccc(OC(F)(F)F)cc1	-12.1%	-0.6	4.4	-2.0%	0.0	9.6	-4.7%	12.8%	5.7
CCOc1ccc(S(=O)(=O)N2CCCC2)cc1	0.4%	0.9	-1.2	0.1%	-0.3	6.9	-9.8%	-11.1%	0.8
Oc1ccc(N2CCN(c3nnnn3-c3ccccc3)CC2)cc1	10.3%	2.2	-3.3	8.6%[57.1 µM]	0.0	-11.6	-6.0%	31.1%[57.1 µM]	-4.2
O=C(/C=C/c1cccc([N+](=O)[O-])c1)NCc1cccnc1	-2.7%	0.0	-3.5	-0.7%	0.0	3.1	-1.1%	37.2%[57.1 µM]	4.7
COC(C)(C)[C@H](O)COc1c2ccoc2cc2oc(=O)ccc12	1.6%	0.6	-2.7	5.7%[57.1 µM]	0.0	15.8	29.2%	-3.7%[57.1 µM]	-3.3
COC(=O)/C(=C/c1ccc(F)cc1)NC(C)=O	1.9%	1.4	5.9	-5.7%	0.0	-1.7	-1.4%	0.0%	-5.4
Cc1oc2ccc(NS(=O)(=O)c3ccc(C(C)(C)C)cc3)cc2c1C(=O)Nc1ccccc1	-2.0%	1.3	1.5	4.5%[57.1 µM]	0.5	-8.4	-4.8%	21.7%[57.1 µM]	5.0
Cc1ccsc1C(=O)OCC(=O)NCc1ccccc1	0.0%	.	.	7.2%[57.1 µM]	.	.	-3.6%	1.0%[57.1 µM]	-0.1
O=C1CC(NCc2ccccc2)C(=O)N1c1ccc(F)cc1 (configuration not stated)	1.2%	-0.2	-9.9	4.6%[57.1 µM]	0.4	-3.7	-19.6%	12.0%[57.1 µM]	2.8
CC(C)NC(=O)C1CCCN(c2ncnc3c2nc2n3CCCCC2)C1 (configuration not stated)	20.4%	1.0	-6.6	-3.6%	0.1	.	-20.6%	12.9%	0.6
CCCNC(=O)c1cc(S(=O)(=O)N2CCc3ccccc32)ccc1F	12.5%	-0.5	3.7	9.3%	-0.7	10.3	-5.4%	18.0%	4.3
CC(C)CC(c1nnnn1Cc1ccccc1)N1CCN(C(=O)c2ccco2)CC1 (configuration not stated)	2.6%	.	-1.3	-11.3%[57.1 µM]	-0.9	.	-22.7%	3.1%[57.1 µM]	-7.9
O=C(NCCCn1cccn1)c1cc(COc2ccc(F)cc2Cl)on1	-0.9%	.	13.5	1.3%	-5.1	.	-13.3%	10.9%	-1.1
COc1ccc(C)cc1NC(=O)Cn1c(=O)c(C(F)(F)F)nc2ccccc21	0.0%	.	0.2	-4.3%[57.1 µM]	-0.1	.	-26.1%	-3.6%[57.1 µM]	3.9
Cc1nc(-c2cccc(NC(=O)c3cccs3)c2)cs1	7.5%	0.1	-1.2	-2.7%	0.1	0.5	-1.8%	8.4%	2.8
O=C(COC(=O)c1cc(S(=O)(=O)N2CCCC2)ccc1O)Nc1ccc(F)cc1F	10.7%	.	.	4.9%	.	.	-2.3%	0.1%	1.9
O=C(CNC(=O)c1ccc2c(c1)S(=O)(=O)N=C1CCCCCN12)Nc1ccc(F)c(F)c1	5.2%	0.3	10.3	-2.8%	0.1	9.9	-8.4%	-6.2%	-3.6
Cc1c(OC(C)C(=O)NCc2ccccn2)ccc2c3c(c(=O)oc12)CCC3 (configuration not stated)	2.5%	1.1	6.5	40.9%[activator]	-0.1	-12.6	-24.7%	25.0%	-4.0
Cc1ccc(C(C(=O)NCc2ccccc2)N(C(=O)c2csnn2)C2CC2)cc1 (configuration not stated)	-6.3%	-0.3	7.1	0.3%[57.1 µM]	-1.1	13.2	-13.3%	1.6%[57.1 µM]	-3.0

High-throughput results deposited in PubChem BioAssay by National Center for Advancing Translational Sciences (NCATS).
